Screening results: PubChem, several laboratories
PhoP inhibition = PhoP-dependent GFP reporter repression – Salmonella Typhimurium, primary screen (AID 1863) | 0.16% of 300,000 active | one-dose inhibition, % at 50 µM; IC50 in µM for titrated hits | S. Typhimurium PhoP-regulated promoter GFP reporter, 4 h; higher % means a stronger effect;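 active = inhibition over 29.93%, a cutoff 3 SD above the screen mean, later confirmed by dose response; inconclusive = inhibition over 29.93% but no dose response follow-up; inactive = inhibition at most 29.93% or unconfirmed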;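 note: 0% = low Mg2+ inducing control and 100% = high Mg2+ repressing control; strong numbers were not always called active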
Myeloid diff MLP = promotes myeloid progenitor differentiation; ER-HoxA9 myeloid progenitors, lysozyme-GFP differentiation, flow cytometry; calls only at 10 µM; 1% of 360,000 active;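 active = normalized GFP-positive differentiation at or above the plate's own cutoff, the solvent-only control mean plus 3 SD; inconclusive = no clear call, values can overlap the other calls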;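 note: cells exposed to compound for four days before flow analysis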
RSV antiviral HEp-2 = inhibition of RSV-induced cytopathic effect – HEp-2 cells, primary 10 µM value included (AID 2391). 0.13% of 310,000 active. HEp-2 cells, RSV-induced CPE inhibition; higher % means a stronger effect. CPE inhibition, % at 10 µM; hits with a dose series show IC50 in µM; in the data active = a potency from the dose series; inconclusive = CPE inhibition mostly from about 23% at the one dose, without a potency; inactive = the rest, 99 in 100 with CPE inhibition below about 21%; note: strong numbers were not always called active
SV40 large T antigen = TAg ATPase/helicase activity blockers – biochemical (AID 1903) | inhibition, % at 20 µM, or IC50 in µM where a hit was titrated | 0.39% of 310,000 active | SV40 large T antigen ATPase/helicase inhibition assay; higher % means a stronger effect; in the data active = a potency from the dose series; inconclusive = inhibition mostly from about 32% at the one dose, without a potency; inactive = the rest, 99 in 100 with inhibition below about 32%; note: strong numbers were not always called active
Rac1 GTP hydrolysis = MgcRacGAP GTPase-activating activity inhibitors, confirmation, biochemical, ADP Hunter fluorescence; MgcRacGAP-stimulated Rac1 GTP hydrolysis, ADP Hunter fluorescence; higher % means a stronger effect; GST-tagged Rac1 F28L mutant substrate; inhibition, % at 30 µM; hits with a dose series show IC50 in µM; 0.6% of 340,000 active; AID 624330;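 active = first-screen hits whose inhibition reached a set limit at any dose in the follow-up dose series; inconclusive = inhibition above the set first-screen limit but never retested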;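 note: fluorescence reports GDP produced by GAP-driven GTP hydrolysis; strong numbers were not always called active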
b-catenin transl = beta-catenin nuclear translocation modulation; 0.3% of 190,000 active; nuclear translocation activity, % at 5 µM; HeLa beta-catenin nuclear translocation, immunofluorescence imaging;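 active = nuclear translocation activity above 50% at 5 µM, with a well cell count of 50 or more; inconclusive = wells under 50 cells across six images, flagged as toxic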;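 note: per-cell ratio of nuclear to cytoplasmic median beta-catenin stain intensity; plate controls were DMSO negative control for no effect and GSK-3 inhibitor IX positive control for full effect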
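System: HeLa cells, endogenous beta-catenin; compound dosing: 5 µM primary single dose, 0.1% DMSO, 0.02–20 µM confirmation series; incubation: 24 h compound exposure at 37°C, 5% CO2; signal: beta-catenin immunofluorescence imaging with DAPI; evaluation: % activation, nuclear-to-cytoplasmic median beta-catenin signal ratio per cell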
T cell modulator = T cell immune modulators affecting CD8 T cell-vesicle binding | calls only at 7 µM | AID 2052 | 0.068% of 330,000 active | 2C CD8+ T cell-vesicle binding, flow cytometry; stronger effect = lower value;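 active = response, share of CD8 T cells binding vesicles, and their 90th percentile fluorescence all below set limits, cut at about 80% in these data, passing the limit was not always enough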
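Benchmarks: naked versus QL9-loaded vesicles / Assay system: purified 2C TCR transgenic mouse naive CD8+ T cells / Technique: high-throughput flow cytometry with anti-B7-1 and anti-CD8 staining / Timing: Cell–vesicle co-incubation 1.5 h at 37 °C, staining 20 min on ice / Read-out: percent CD8+ FL2 mean versus row control / Probe or stimulus: QL9-loaded Drosophila micro-vesicles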
West Nile virus CPE = West Nile virus antiviral activity, cell-based, CPE readout (AID 1621) | West Nile virus-infected cells, CPE inhibition; higher % means a stronger effect | one-dose CPE inhibition, % at 10 µM; IC50 in µM for titrated hits | 0.02% of 290,000 active; in the data active = a potency from the dose series; inconclusive = CPE inhibition mostly from about 3.7% at the one dose, without a potency; inactive = the rest, 99 in 100 with CPE inhibition below about 2.2%; note: strong numbers were not always called active
WT yeast gro inh = growth inhibition of WT yeast, mitochondrial fusion screen. mitochondrial fusion phenotypic screen, WT strain. inhibition, % at 10 µM. 2.1% of 190,000 active. AID 1362; in the data active = inhibition above about 58%; tested in S. cerevisiae
WT yeast gro inh mutant strain = further read-out of WT yeast gro inh, marked with its call; inhibition, %; mitochondrial fusion phenotypic screen, mutant strain inhibition
b-catenin transl cell count 5 µM = recorded beside b-catenin transl, whose call it bears; cell count; measured here: cell count, cytotoxicity flag
T cell modulator vesicle-bound % = second read-out of T cell modulator, no call of its own (marks repeat the call); double positive events, %; measured here: CD8+ vesicle-bound cell fraction;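 binding gate set so that unloaded-vesicle control wells show 10% double positive cells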
Myeloid diff MLP GFP+ MAC1+ % = recorded beside Myeloid diff MLP, whose call it bears; GFP+ MAC1+ double positive, %; measured here: differentiation confirmed by MAC1 staining
An asterisk follows results filed as active; i = inactive; u = inconclusive; x = not tested or not shown; + = active, no number.

SMILES	PhoP inhibition	Myeloid diff MLP	Myeloid diff MLP GFP+ MAC1+ %	RSV antiviral HEp-2	SV40 large T antigen	Rac1 GTP hydrolysis	b-catenin transl	b-catenin transl cell count 5 µM	T cell modulator	T cell modulator vesicle-bound %	West Nile virus CPE	WT yeast gro inh	WT yeast gro inh mutant strain
O=C(N/N=C/c1ccc(O)cc1)c1csc2c1CCCC2	2%	i	1.2	0.3%	28%	52µM*	-0.3	1162	i	20	-0.3%	1	2
COc1cccc(NC(=O)c2ccc(NC(=O)C3CC(=O)OC34CCCCC4)cc2)c1 (centres undefined)	-5%	i	1.0	2.0%	3%	-5%	-0.1	1479	i	23	0.2%	-6	-3
COc1ccc(N(CC(=O)NCc2ccco2)S(C)(=O)=O)cc1	4%	i	2.1	0.9%	12%	6%	-9.3	996	i	13	0.0%	-28	-17
CCCn1nc(C(=O)OCc2nc(N)nc(Nc3ccccc3C)n2)c2ccccc2c1=O	x	i	0.7	0.8%	x	5%	x	x	i	53	x	x	x
CSc1ccc(CNC(=O)C(C)n2nc(C)c3c(C)n(-c4ccccc4)nc3c2=O)cc1 (centres undefined)	3%	i	0.2	x	7%	11%	x	x	i	24	-0.2%	x	x
CCc1nc2c(n1O)CCc1nonc1-2	3%	i	5.1	0.7%	9%	4%	-1.6	794	i	58	1.0%	3	5
CCOC(=O)C1(CCc2ccccc2)CCN(C(=O)c2cccc(C)n2)CC1	-2%	i	0.6	9.4%	4%	14%	-0.9	1173	i	58	-1.6%	3	-4
COc1ccc(NC(=O)COC(=O)/C=C/c2ccccc2[N+](=O)[O-])cc1	-18%	i	2.7	1.0%	10%	10%	-0.3	929	i	42	-0.3%	-12	3
O=C(c1ccco1)N1CCN(C(=O)c2ccc(CS(=O)c3ccc(Cl)cc3)o2)CC1 (centres undefined)	-8%	i	5.2	0.8%	12%	6%	x	x	i	13	-0.4%	x	x
COc1ccc(Cl)cc1NC(=O)C1CCCO1 (centres undefined)	2%	i	1.3	2.8%	4%	0%	-2.0	1153	i	38	0.0%	4	-2
CCc1ccc(NC(=O)C(=O)NNC(=O)c2cccs2)cc1	7%	i	1.8	3.1%	1%	5%	x	x	i	30	0.1%	x	x
CCCC(=O)Nc1cc(-c2nn(C)c(=O)c3ccccc23)ccc1N1CCOCC1	-6%	i	1.7	1.9%	23%	2%	x	x	i	36	0.5%	10	22
CC(/C=N/NC(=O)c1ccc(Br)cc1)=C\c1ccccc1	-16%	i	8.0	1.9%	20%	5%	x	x	i	10	-0.4%	-1	7
COc1ccc(CNc2cc(C)nc3ncnn23)c(OC)c1	-12%	+	2.2*	2.4%	10%	1%	x	x	i	28	-0.4%	-2	1
COc1ccc(C(=O)/C=C/c2ccc(O)cc2)c(O)c1CC=C(C)C	3%	i	1.9	-5.5%	15%	8%	-0.4	539	i	25	2.3%	87*	73*
Cc1nc2ccccc2c2oc(C(=O)NC3CC3)cc12	9%	i	2.3	-1.6%	3%	2%	x	x	i	20	0.0%	14	8
O=[N+]([O-])c1cc(Cl)ccc1NCCNS(=O)(=O)c1ccccc1	-3%	i	0.8	1.0%	4%	-1%	-0.5	936	i	20	-1.0%	1	-1
Cc1ccc(C(=O)N2CCN(c3ccc(NC(=O)c4cc(C)cc(C)c4)cc3)CC2)cc1	-2%	i	1.2	4.5%	5%	8%	x	x	i	11	-0.6%	x	x
O=C(CSc1nc(-c2ccccc2)cs1)N1CCN(C(=O)c2ccco2)CC1	0%	i	2.5	2.7%	6%	5%	x	x	i	11	-0.7%	16	-8
CSCCC(NC(=O)c1ccc([N+](=O)[O-])cc1Cl)C(=O)OCC(=O)N1CCN(C(C)=O)CC1 (centres undefined)	-6%	i	0.7	-1.3%	11%	4%	x	x	i	36	x	x	x
Cc1ccccc1-n1ccnc1SCC(=O)NCC1CCCO1 (centres undefined)	-2%	i	0.5	1.8%	9%	5%	x	x	i	64	0.1%	x	x
CN1C(=O)[C@H](Cc2ccc([N+](=O)[O-])cc2)NC1=S	-5%	i	0.6	0.6%	13%	9%	x	x	i	63	-0.5%	x	x
Cc1ccc(-n2c(C)cc(C(=O)COc3cccnc3[N+](=O)[O-])c2C)cc1	13%	i	1.1	5.3%	11%	6%	-0.1	1151	i	50	-0.6%	14	4
O=C(NCc1ccccc1)c1ccc2nnsc2c1	-1%	i	1.0	2.9%	4%	-3%	2.4	1055	i	40	-0.3%	x	x
Cc1ccc(C2(c3ccc(C)cc3)CC2C(=O)NC(C)C)cc1 (centres undefined)	5%	i	0.6	11%	-1%	-2%	x	x	i	13	-0.9%	x	x
CCOC(=O)C1=C(C)Nc2nnnn2C1c1c[nH]c2ccccc12 (centres undefined)	-4%	x	x	-0.7%	12%	x	-2.1	1189	i	46	0.7%	-12	4
O=C(CN1CCCCCC1=O)OCc1ncc(-c2ccccc2)o1	8%	i	0.3	2.6%	1%	5%	0.5	815	i	38	-0.1%	-3	88
CC(c1ccccc1)N(CCC(c1ccccc1)C1CCOC(C)(C)C1)C(=O)c1ccco1 (centres undefined)	4%	i	0.8	9.4%	-4%	9%	1.1	1046	i	46	2.7%	79*	-3.8*
Cn1c(=O)c2ncn(CC(=O)Nc3nc(-c4ccc(Cl)cc4)cs3)c2n(C)c1=O	-5%	i	0.4	u	7%	11%	-2.9	949	i	25	-0.3%	-2	-2
CSc1ncccc1C(=O)OCc1nc2ccsc2c(=O)[nH]1	-3%	i	0.5	-0.6%	23%	2%	x	x	i	38	x	x	x
CNc1nc(SCC(=O)Nc2ccccc2)nc(N2CCOCC2)n1	5%	i	0.5	0.8%	-1%	10%	x	x	i	73	-0.3%	x	x
CC1C(=O)N2CCCc3cc(S(=O)(=O)N4CCCCC4)cc1c32 (centres undefined)	-1%	i	0.8	-2.0%	6%	8%	x	x	i	16	x	x	x
COc1cccc(OC)c1C(=O)Nc1ccc2c(c1)Cc1ccccc1-2	6%	i	0.5	4.3%	4%	-3%	-3.0	1210	i	33	-0.8%	19	13
c1ccc(-c2cccc(-c3ccccn3)n2)nc1	43µM*	u	x	-2.1%	92%	3%	-1.0	757	x	x	-1.0%	7	10
COC(=O)C(/C=N/OCc1ccc([N+](=O)[O-])cc1)NC(=O)c1cccc(Cl)c1 (centres undefined)	3%	i	2.5	0.8%	4%	4%	1.8	1174	i	18	-0.3%	-19	3
COc1ccccc1NC(=S)N1CCn2cccc2C1c1cccnc1 (centres undefined)	10%	i	0.6	4.8%	8%	0%	0.4	1063	i	34	-1.0%	0	5
CCn1cc(S(=O)(=O)Nc2cccnc2)cn1	-2%	i	3.2	0.7%	13%	7%	x	x	i	19	0.5%	x	x
O=C(Cn1cc(C(=O)COc2ccccc2)c2ccccc21)NCc1ccco1	8%	x	x	1.3%	0%	15%	0.6	1124	i	9	0.1%	-1	-23
c1ccc(C(c2nnnn2Cc2ccco2)N2CCN(c3nc4ccccc4s3)CC2)cc1 (centres undefined)	-4%	x	x	14%	8%	11%	4.0	942	i	10	2.4%	22	-26
Cc1nn(-c2ccccc2)c(C)c1/C=N/NC(=O)c1cc(-c2ccc(Cl)s2)[nH]n1	6%	u	x	u	-1%	2%	119*	632*	i	47	u	-4	6
CC1(C)CC(=O)c2sc(NC(=O)CN3CCOCC3)nc2C1	4%	i	2.2	3.3%	-1%	5%	x	x	i	51	-0.3%	3	-11

Ten entries from above, with bars between the fields:
structure | PhoP inhibition | Myeloid diff MLP | Myeloid diff MLP GFP+ MAC1+ % | RSV antiviral HEp-2 | SV40 large T antigen | Rac1 GTP hydrolysis | b-catenin transl | b-catenin transl cell count 5 µM | T cell modulator | T cell modulator vesicle-bound % | West Nile virus CPE | WT yeast gro inh | WT yeast gro inh mutant strain
O=C(N/N=C/c1ccc(O)cc1)c1csc2c1CCCC2 | 2% | i | 1.2 | 0.3% | 28% | 52µM* | -0.3 | 1162 | i | 20 | -0.3% | 1 | 2
COc1cccc(NC(=O)c2ccc(NC(=O)C3CC(=O)OC34CCCCC4)cc2)c1 (centres undefined) | -5% | i | 1.0 | 2.0% | 3% | -5% | -0.1 | 1479 | i | 23 | 0.2% | -6 | -3
COc1ccc(N(CC(=O)NCc2ccco2)S(C)(=O)=O)cc1 | 4% | i | 2.1 | 0.9% | 12% | 6% | -9.3 | 996 | i | 13 | 0.0% | -28 | -17
CCCn1nc(C(=O)OCc2nc(N)nc(Nc3ccccc3C)n2)c2ccccc2c1=O | x | i | 0.7 | 0.8% | x | 5% | x | x | i | 53 | x | x | x
CSc1ccc(CNC(=O)C(C)n2nc(C)c3c(C)n(-c4ccccc4)nc3c2=O)cc1 (centres undefined) | 3% | i | 0.2 | x | 7% | 11% | x | x | i | 24 | -0.2% | x | x
CCc1nc2c(n1O)CCc1nonc1-2 | 3% | i | 5.1 | 0.7% | 9% | 4% | -1.6 | 794 | i | 58 | 1.0% | 3 | 5
CCOC(=O)C1(CCc2ccccc2)CCN(C(=O)c2cccc(C)n2)CC1 | -2% | i | 0.6 | 9.4% | 4% | 14% | -0.9 | 1173 | i | 58 | -1.6% | 3 | -4
COc1ccc(NC(=O)COC(=O)/C=C/c2ccccc2[N+](=O)[O-])cc1 | -18% | i | 2.7 | 1.0% | 10% | 10% | -0.3 | 929 | i | 42 | -0.3% | -12 | 3
O=C(c1ccco1)N1CCN(C(=O)c2ccc(CS(=O)c3ccc(Cl)cc3)o2)CC1 (centres undefined) | -8% | i | 5.2 | 0.8% | 12% | 6% | x | x | i | 13 | -0.4% | x | x
COc1ccc(Cl)cc1NC(=O)C1CCCO1 (centres undefined) | 2% | i | 1.3 | 2.8% | 4% | 0% | -2.0 | 1153 | i | 38 | 0.0% | 4 | -2
